# TPT1 inhibitor – Candida albicans TPT1 enzyme inhibitors, primary screen, biochemical, fluorescence polarization | tRNA 2'-phosphotransferase TPT1 (Candida albicans SC5314) | recombinant caTPT1, FP RNA substrate dephosphorylation | inhibition, % at 5 µM | hit rate 0.81% among 300,000 | AID 1962, 2009;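 active = inhibition above the mean of all tested compounds plus 3 SD, set per screening campaign, cut at about 24% in these data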;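 also: plate controls were DMSO alone for no effect and ferristatin control at 100 nM for full effect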
# MCL1 BIM primary – inhibitors of MCL1 binding to BIM-BH3, primary screen, biochemical, fluorescence polarization | GST-MCL1 / FITC-Bim-BH3 fluorescence polarization | inhibition, % at 10.9 µM | Induced myeloid leukemia cell differentiation protein Mcl-1 (Homo sapiens), Q07820 | hit rate 0.68% among 320,000 | AID 2057, 2009;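 active = inhibition above the mean inhibition of all tested compounds plus 3 SD, set per campaign, cut at about 40% in these data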;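 also: 0% = DMSO wells and 100% = unlabeled Bim-BH3 peptide control; higher means more loss of mP so more displacement of Bim peptide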
# Fam108B counter – mouse Fam108B serine hydrolase inhibitors, primary screen, counter-screen for RBBP9 inhibitor project, biochemical, fluorescence polarization. recombinant Fam108B, FP-Rh probe fluorescence polarization. inhibition, % at 9.51 µM. AID 1947, 2009. hit rate 0.33% among 300,000;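 active = inhibition above the screen mean inhibition plus 3 SD, computed separately per campaign, cut at about 18% in these data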;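 also: inhibitors lower polarization as less probe binds the enzyme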
# PAD4 FP inh – human PAD4 inhibitors, primary screen, biochemical, fluorescence polarization, 1536-well format; hit rate 0.41% among 330,000; AID 485272, 2010; inhibition, % at 6.36 µM; Protein-arginine deiminase type-4 (Homo sapiens), Q9UM07; recombinant PAD4, RCA probe fluorescence polarization;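 active = percent inhibition above a cutoff equal to the mean of all tested compounds plus 3 SD, cut at about 15% in these data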;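 also: 0% = PAD4 with RCA probe and DMSO and 100% = probe without PAD4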
# Target sequence (Q9UM07 whole entry, looked up): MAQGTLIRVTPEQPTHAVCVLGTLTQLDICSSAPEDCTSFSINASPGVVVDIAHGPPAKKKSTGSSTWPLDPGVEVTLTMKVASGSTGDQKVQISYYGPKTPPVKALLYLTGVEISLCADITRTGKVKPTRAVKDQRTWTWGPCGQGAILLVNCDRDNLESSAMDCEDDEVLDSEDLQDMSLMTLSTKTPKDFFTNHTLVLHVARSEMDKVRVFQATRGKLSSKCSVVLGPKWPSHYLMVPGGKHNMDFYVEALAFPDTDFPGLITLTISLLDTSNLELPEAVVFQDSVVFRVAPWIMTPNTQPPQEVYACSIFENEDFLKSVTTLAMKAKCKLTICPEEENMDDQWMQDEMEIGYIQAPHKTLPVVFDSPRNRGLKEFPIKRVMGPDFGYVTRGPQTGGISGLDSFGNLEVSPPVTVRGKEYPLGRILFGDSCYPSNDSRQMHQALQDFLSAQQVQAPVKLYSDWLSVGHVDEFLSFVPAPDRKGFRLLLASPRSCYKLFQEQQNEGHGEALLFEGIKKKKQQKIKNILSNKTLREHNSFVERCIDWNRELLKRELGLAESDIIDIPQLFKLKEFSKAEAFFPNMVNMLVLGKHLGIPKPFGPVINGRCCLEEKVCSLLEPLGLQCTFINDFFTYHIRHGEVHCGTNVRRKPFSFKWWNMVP
# MEX-5 binding – MEX-5 zinc finger RNA-binding disruptors – biochemical, C. elegans, fluorescence polarization, MLPCN library, primary screen; Zinc finger protein mex-5 (Caenorhabditis elegans), Q9XUB2; MEX-5/FITC-TCR2 RNA binding; active compounds read low; activity score (negative = inhibition of binding), % at 10 µM; hit rate 0.38% among 300,000; AID 1832, 2009;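 active = inhibition past about -25% in most replicates, and total fluorescence under double the plate's negative control median, limit read from the data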;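 also: 0% = DMSO and -100% = 5 µM competing unlabeled TCR2 RNA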
# BCLXL inh – inhibitors of human Bcl-xL, primary screen, biochemical, fluorescence polarization, HTS; inhibition, % at 10.9 µM; GST-Bcl-xL / FITC-Bim BH3 peptide fluorescence polarization; AID 2129, 2009; hit rate 0.7% among 320,000;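 active = inhibition above the mean of all tested compounds plus 3 SD, cutoff set per campaign, cut at about 30% in these data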;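 also: 0% = DMSO wells and 100% = unlabeled Bim-BH3 peptide competitor; inhibitors lower millipolarization by displacing the labeled peptide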
# GSTO1 counter – inhibitors of recombinant GSTO1, primary screen, counter-screen for RBBP9 inhibitor project, biochemical, fluorescence polarization; Glutathione S-transferase omega-1 (Homo sapiens), P78417; activity-based probe fluorescence polarization; inhibition, % at 5.96 µM; hit rate 1.1% among 300,000;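 active = inhibition above the campaign mean inhibition plus 3 SD, cut at about 35% in these data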;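 also: 0% = GSTO1-1 with DMSO and 100% = wells lacking GSTO1-1 enzyme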
# Target sequence (P78417 whole entry, looked up): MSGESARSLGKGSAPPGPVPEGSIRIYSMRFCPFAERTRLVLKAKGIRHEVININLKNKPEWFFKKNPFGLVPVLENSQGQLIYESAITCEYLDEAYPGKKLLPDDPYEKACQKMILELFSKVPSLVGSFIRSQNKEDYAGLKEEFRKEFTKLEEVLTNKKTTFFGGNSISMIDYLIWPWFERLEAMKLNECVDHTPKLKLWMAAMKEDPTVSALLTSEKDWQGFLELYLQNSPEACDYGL
# PME-1 inh – PME-1 inhibitors via competitive probe labeling, primary screen, biochemical, fluorescence polarization, FP-Rh probe, HTS; AID 2130, 2009; inhibition, % at 5.9 µM; Protein phosphatase methylesterase 1 (Homo sapiens), Q9Y570; hit rate 0.53% among 320,000; recombinant PME-1;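 active = inhibition above the campaign mean of all compounds plus 3 SD, cut at about 26% in these data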;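 also: competitive labeling of PME-1 active site by serine hydrolase directed probe; 0% = PME-1 with DMSO and 100% = wells lacking PME-1 enzyme; inhibitors block probe labeling so polarization falls and inhibition rises; many of its hits are not listed in these tables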
# GLD-1 RNA inh – GLD-1/TGE RNA complex disruptors, primary screen, biochemical, fluorescence polarization; Female germline-specific tumor suppressor gld-1 (Caenorhabditis elegans), Q17339; hit rate 0.44% among 320,000; purified GLD-1 + fluorescein TGE RNA; inhibition, % at 5.96 µM; AID 2280, 2010;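 active = percent inhibition above a per-plate cutoff, the plate mean of test compounds plus 3 SD, cut at about 30% in these data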;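 also: 0% = DMSO wells with GLD-1 and probe and 100% = wells lacking GLD-1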
# An asterisk follows results filed as active; x = not tested or not shown. Not all compounds are listed; rates above refer to the full screens.
smiles	PAD4 FP inh	PME-1 inh	MEX-5 binding	TPT1 inhibitor	Fam108B counter	GLD-1 RNA inh	MCL1 BIM primary	GSTO1 counter	BCLXL inh
Cc1cc(-c2n[nH]c(=S)n2/N=C/C(Br)=C/c2ccccc2)n[nH]1	-0.1	1.5	-0.8	2.2	1.0	4.7	-14.9	21.0	-26.3
O=C(NC1CCCCC1)c1ccc(COCC(F)(F)F)o1	5.5	4.9	1.9	1.9	-4.5	1.8	-9.3	-2.0	1.1
C=C(C)CSc1ncc(-c2cccc(C(F)(F)F)c2)cn1	-0.5	-0.4	-1.2	-5.0	-1.4	-0.7	18.6	0.0	11.0
Cc1noc(C)c1-c1nc(CS(=O)(=O)c2ccccc2)no1	1.9	-3.6	0.5	-0.1	0.2	0.8	-3.4	-2.2	2.0
O/N=C/CCn1c(=S)sc2ccccc21	4.8	3.6	-2.6	-4.0	-2.4	7.2	10.2	0.4	11.9
CCOC(=O)c1cnn(-c2ncnc3c2cnn3Cc2ccccc2)c1N	-1.8	3.5	-1.7	-4.4	6.5	-4.6	7.7	15.5	7.8
Cc1ccc(NC(=O)Cn2cnc3ccccc32)cc1C	-2.9	-0.3	-1.3	-0.8	0.0	-2.0	-1.4	-0.6	0.6
CCOc1cc(C(C#N)N2CCOCC2)ccc1OC (configuration not stated)	-5.1	0.0	-2.4	-2.2	0.9	-1.5	1.2	-5.7	1.9
O=C(CSc1nnc(-c2ccco2)n1CC1CCCO1)NC1CCCC1 (configuration not stated)	-2.3	0.2	2.0	0.7	0.0	-3.5	6.5	9.2	5.7
Cc1ccc(C)c(NC(=S)N/N=C2\CCc3ccccc32)c1	-1.7	-4.1	0.5	2.0	-0.4	-1.3	5.0	-17.3	4.2
Cc1c(N=C2Nc3cccc4cccc2c34)c(=O)n(-c2ccccc2)n1C	-1.1	11.7	-41.1*	87.8*	0.1	-18.2	-52.4	1.1	-28.0
Cc1cccc(OCCn2c(-c3ccco3)nc3ccccc32)c1	0.6	1.6	1.7	5.2	1.6	-7.4	8.2	-8.7	1.3
CC(NCC(=O)Nc1ccccc1C(=O)NC1CC1)c1ccc(S(C)(=O)=O)cc1 (configuration not stated)	1.0	5.7	x	x	x	-6.3	-2.3	x	-0.7
O=C(COC(=O)c1ccc(Br)cc1)NCCc1ccccc1	7.5	-8.7	2.3	0.5	1.5	-6.5	9.8	-4.7	1.3
O=C(N/N=C/c1cnc(N2CCOCC2)s1)c1ccccc1	-2.4	-2.8	2.1	2.0	-2.8	-0.9	3.8	-4.3	3.1
O=C(Nc1ccc(N2CCOCC2)cc1)c1ccc(Cl)nc1	1.0	-5.8	5.6	-5.0	1.0	-0.1	6.1	14.2	6.6
COc1ccc(CCNC(=O)CCC(=O)N2CCOc3ccccc32)cc1OC	0.6	5.2	-0.2	-2.5	1.9	-0.1	-2.0	6.5	3.5
Cc1ccc(NC(=O)CN(C)C(=O)c2cccc(S(=O)(=O)NCc3cccs3)c2)cc1	0.1	-1.7	x	x	x	3.0	6.2	x	0.6
Cc1cc(NC(=O)C(C)SCC(=O)OC(C)C(=O)Nc2ccccc2C)no1 (configuration not stated)	-4.1	8.1	0.5	-1.4	1.6	-11.2	-1.6	-1.7	-6.9
CCCCCC(=O)NC(=S)Nc1ccc(Cl)cn1	-3.8	-2.6	0.9	0.2	-2.8	0.7	11.2	-2.1	4.9
Cc1nnc(NC(=O)CSc2nnc(C(C)NC(=O)c3ccccc3F)n2C)s1 (configuration not stated)	-2.3	2.4	-1.1	-1.5	1.4	2.4	4.2	6.1	3.2
Cn1nc(-c2ccccc2)c(C(=O)NCC(=O)O)c1Cl	-3.3	-0.3	0.1	-3.1	-1.0	-5.5	2.2	2.0	6.3
CCN(CC)CCn1c(SCC(=O)Nc2ccc(F)cc2)nc2c(sc3ccccc32)c1=O	1.4	-5.0	2.6	-3.3	-1.8	-1.3	4.7	9.7	4.6
CCOC(=O)CC(=O)Nc1nnc(CC(C)C)s1	4.1	0.8	1.6	3.2	4.0	1.9	1.9	-0.2	9.1
Cc1cc(C(=O)NCC(=O)OCC(=O)N(C(C)C)C(C)C)ccc1[N+](=O)[O-]	2.5	0.1	-0.7	6.0	-4.5	-2.4	-11.8	0.7	1.9
COC(=O)CS(=O)(=O)c1ccsc1C(=O)Nc1ccc(F)cc1	-2.4	0.3	2.6	-6.5	4.6	-4.2	4.5	2.8	3.5
CCc1ccc(S(=O)(=O)NC2CCCCNC2=O)cc1 (configuration not stated)	1.7	-1.8	1.6	-1.9	-0.8	-1.8	-0.7	3.4	4.2
C=CCN(c1ccccc1)S(=O)(=O)c1cccc(C(=O)OCC(=O)NC2CC2)c1	0.9	-8.3	3.2	-0.5	-1.4	7.1	-7.3	-1.2	-2.3
CCOC(=O)CN(C)Cc1c[nH]c2ccccc12	-7.8	1.8	-2.8	9.8	0.6	-6.0	-3.4	10.0	-0.1
CCCOc1nc2c(c(=O)n(C)c(=O)n2C)n1Cc1cccc2ccccc12	-3.4	3.5	-3.6	-2.9	2.0	0.3	-0.1	2.8	4.0
CCCc1cc(=O)[nH]c(SCCCCN2C(=O)c3ccccc3C2=O)n1	-6.2	-4.9	1.6	3.6	0.3	-1.3	-1.3	0.6	2.3
Cc1cc(-c2nc(-c3ccncc3)no2)ccc1[N+](=O)[O-]	1.2	3.8	-1.3	-5.6	-1.9	-1.9	1.2	-4.7	4.1
COc1cc(OC)c(C2CC(=O)N3CN(C)CSC3=C2C#N)cc1OC (configuration not stated)	-1.5	-0.7	-1.9	-1.1	-5.3	0.8	-16.5	-1.2	-5.5
O=C(Nc1ccc(S(=O)(=O)N2CCCCCC2)cc1)c1ccco1	-2.0	-1.2	0.1	-0.6	1.5	2.3	-1.2	1.4	5.0
O=C(NC1CCCc2ccccc21)C1CCN(c2c3c(nc4ncnn24)CCC3)CC1 (configuration not stated)	5.6	6.4	-1.6	1.2	2.4	7.1	0.7	5.1	4.8
COc1ccccc1C(=O)NC(=O)COC(=O)c1ccc(NC(=O)CC#N)cc1	-2.6	-7.2	-1.6	2.8	-1.1	-2.4	6.3	1.1	6.7
O=C(COC(=O)CCOc1ccccc1)Nc1ncc(Cl)cc1Cl	-0.2	-0.6	-1.4	0.0	-2.6	6.5	4.2	10.3	5.4
CCCCOc1ccc(CCC(=O)N/N=C/c2ccco2)cc1	-0.1	1.7	-1.3	-0.5	-7.4	-7.9	-2.9	0.3	-0.2
COc1ccc(CNC(=O)C2CCCN(c3nc4ccccc4o3)C2)c(OC)c1 (configuration not stated)	-7.5	4.6	-2.3	-1.3	-3.8	1.7	3.0	-3.2	2.6
Cc1ccc(N2C(=O)C(NC(=O)c3c(F)cccc3F)(C(F)(F)F)C3=C2CC(C)(C)CC3=O)cc1 (configuration not stated)	0.2	12.3	2.5	3.2	1.9	3.5	5.0	6.8	-1.7
O=C1NC(c2ccccc2)C(C(=O)c2cccs2)C(O)(C(F)(F)F)N1 (configuration not stated)	-0.1	0.7	-0.2	-1.5	3.8	-1.9	7.1	-2.0	-0.3
COc1cccc(C(=O)N2CCN(Cc3cccc(F)c3)CC2)c1	-1.9	0.8	-0.7	-2.4	2.6	3.2	2.4	4.1	8.3
O=C(N/N=C/c1ccc(-c2ccc([N+](=O)[O-])cc2)o1)C(O)c1ccccc1 (configuration not stated)	0.8	3.2	1.0	14.8	1.0	-16.7	-42.5	1.5	-13.6
Cc1cc(C)cc(OCC(=O)OCC(=O)Nc2c(C)n(C)n(-c3ccccc3)c2=O)c1	-0.2	2.1	5.9	1.1	-0.2	-6.0	-16.8	-6.2	-8.3
Nc1nnn(CC(=O)N/N=C/c2ccc(Cl)cc2Cl)n1	3.1	-3.8	-1.4	-1.6	1.1	-6.9	4.3	0.2	1.9
N#C/C(=C\c1ccc(OCC(N)=O)cc1)c1ccccc1	1.1	1.2	0.6	-1.3	-0.4	1.3	2.0	4.2	0.8
Cc1cc(C)c(C)c(S(=O)(=O)NC(C(=O)NCCc2ccco2)C(C)C)c1C (configuration not stated)	2.7	-5.9	x	x	x	2.5	7.3	x	4.0
Cc1ccc(NC(=O)CN2C(=O)NC(Cc3c[nH]c4ccccc34)C2=O)cc1 (configuration not stated)	1.4	-8.3	x	x	x	2.1	-4.8	x	-4.6
Cc1c(NC2=C(Cl)C(=O)N(c3ccccc3Cl)C2=O)c(=O)n(-c2ccccc2)n1C	3.8	4.3	0.6	-2.2	3.5	4.2	11.1	12.9	10.2
O=[N+]([O-])c1cccc(S(=O)(=O)N2CCCC2)c1	2.3	-0.1	-1.4	-3.5	4.0	1.2	1.9	-1.8	5.5
O=C(N/N=C\c1ccc(-c2ccc(Cl)c(Cl)c2)o1)C(=O)N1CCCC1	0.5	0.2	-55.2*	2.7	-0.2	0.1	6.5	14.5	0.8
COc1ccc(NC(=O)C(=O)NCCC2CCCCN2S(=O)(=O)c2ccccc2)cc1 (configuration not stated)	2.4	-2.7	1.1	-3.0	11.9	-4.0	3.6	-11.1	6.3
CCC(=O)N(c1nnc(SCC(=O)NN2C(=O)NC3(CCC(C)CC3)C2=O)s1)C1CC1 (configuration not stated)	4.8	0.5	x	x	x	12.8	-1.6	x	-6.3
COc1cc(OC)c2ccc(=O)oc2c1C(CC(=O)N1CCCC(C)C1)c1ccc2c(c1)OCO2 (configuration not stated)	0.8	8.6	-0.6	5.4	0.3	-0.4	10.2	7.5	8.6
Cc1ccc(NC(=O)C2CCCN2C(=O)NC2CCCCC2)cc1 (configuration not stated)	0.8	1.6	-0.3	0.4	0.4	7.0	9.2	6.4	2.4
Cc1cc(/C=C2/C(=N)N3C(c4ccccc4)=CSC3=NC2=O)c(C)n1-c1ccccc1	-10.7	-15.8	3.1	24.5*	-5.1	-3.7	-28.6	-1.1	-6.2
CCOc1ccc(-c2nc(CSCC(=O)NC3CC3)c(C)o2)cc1	-3.6	-11.0	0.9	4.3	-7.2	-1.1	-1.5	4.5	0.9
Cc1nc(C)n(CC(O)COc2ccc3c(c2)CCC3)n1 (configuration not stated)	-0.5	-0.8	2.1	0.3	4.2	0.4	3.6	-2.1	6.5
